HT1080NT lethal: kills 2HG-producing HT-1080-NT fibrosarcoma cells | Potency, µM (series often up to 46.1 µM), for the others: at the top dose activity, negative = less viability, most hits filed as cytotoxic | AID 686970 | HT-1080-NT fibrosarcoma viability, CellTiter-Glo ATP luminescence, 48 h | 360,000 compounds, 1.6% hits;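 note: NT is the 2HG producing partner of a matched IDH1 knockdown line; potency is the fitted concentration of half-maximal effect; 0% = DMSO-treated cells and -100% = media-only wells without cells; nearly all actives have a fitted effect of over 55% in size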
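HT-1080-NT fibrosarcoma cells (2HG-overproducing), 750 cells/well in RPMI with 5% FBS, dosed after 2 h and incubated 48 h at 37C. CellTiter-Glo luminescence normalized to DMSO and no-cell wells; concentration-response curves fitted and classed.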
KB-3-1 tox: KB-3-1 parental cell cytotoxicity; Potency, µM (top dose mostly 46.1 µM), for the others: at the highest dose activity change, negative = cytotoxic, usual class: cytotoxic; 400,000 compounds, 1.4% hits; KB-3-1 viability, CellTiter-Glo ATP luminescence, 72 h; AID 1347075; note: potency is the fitted concentration of half-maximal effect; % is set by controls: 0 for no effect and ±100 for the full control effect; nearly all actives have a fitted effect of over 60% in size
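Using CellTiter-Glo luminescence, growth of non-resistant KB-3-1 adenocarcinoma cells is assessed 72 h after pin-tool compound addition at 37 °C. Normalized responses across the concentration series yield fitted curves.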
IL-1B inflam inh: inhibitors of inflammasome signaling (IL-1 beta secretion); activity change, % at 57.5 µM; THP-1 LPS/ATP IL-1B secretion, AlphaLISA, 16 h; active compounds read low; 360,000 compounds, 4.7% hits; AID 743279; in the data active = activity change below about -50%; inconclusive = mostly about -30% to -49%; note: % is set by controls: 0 for no effect and ±100 for the full control effect
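Secreted IL-1B measured by AlphaLISA bead assay after 16 h compound exposure of THP-1 cells; compounds (final up to 57.5 uM) added 1 h before LPS (250 ng/mL) and ATP (1.25 mM) stimulation; lower signal means less secretion.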
MCF10A rerep: induces DNA re-replication in MCF 10a normal breast cells. Potency, µM (highest dose often 46.1 µM), inactives show at the top dose activity, positive = re-replication, hits mostly activators. AID 624296. 350,000 compounds, 2.9% hits. MCF 10A DNA re-replication, Hoechst nuclear intensity, 48 h; note: potency is the fitted concentration of half-maximal effect; % of control where 0% means no effect; nearly all actives have a fitted effect of over 50% in size
ATXN2 expr inh: reduces ATXN2 reporter expression in HEK-293 cells; HEK-293 ATXN2-luciferase reporter, luminescence, 24 h; Potency, µM (highest dose often 57 µM), for the others: top-dose activity change, negative = inhibition, actives largely listed as inhibitors; 360,000 compounds, 0.72% hits; note: potency is the fitted concentration of half-maximal effect; % is set by controls: 0 for no effect and ±100 for the full control effect; nearly all actives have a fitted effect of over 55% in size
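qHTS (up to 57 uM final) was run with 24 h compound exposure of reporter cells at 37 °C. Each well was multiplexed: SteadyGlo luminescence measured ATXN2-luciferase expression after a fluorogenic Gly-Phe-AFC viability readout (25 uM final).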
ATXN viability: reduces viability in counter-screen for ATXN expression inhibitors; S2 cells (HEK-293 line with an ATXN2-luciferase reporter) viability, CellTiter-Fluor protease fluorescence, 24 h; Potency, µM (series often up to 56.7 µM), most hits filed as cytotoxic; 400,000 compounds, 0.49% hits; AID 651635; note: potency is the fitted concentration of half-maximal effect; nearly all actives have a fitted effect of over 40% in size
HT1080 IDH1KD tx: kills HT-1080 cells with IDH1 knockdown | HT-1080 IDH1 knockdown viability, ATP luminescence, 48 h | Potency, µM (doses to about 46.1 µM), for inactives: at the highest dose activity, negative = toxicity, most hits filed as cytotoxic | 360,000 compounds, 2% hits;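 note: potency is the fitted concentration of half-maximal effect; 0% = DMSO wells and -100% = cell-free medium wells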
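In this qHTS, HT-1080 cells depleted of IDH1 are exposed for 48 h at 37 °C to compound titrations. Toxicity is scored from CellTiter-Glo luminescence, with DMSO as full viability and medium alone as none.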
SW480 rereplic: inducers of DNA re-replication in SW480 colon cancer cells; SW480 DNA re-replication, Hoechst DNA content imaging, 48 h; Potency, µM (doses to about 46.1 µM), for inactives: top-dose re-replication activation, usual class: activators; 340,000 compounds, 1.8% hits; note: potency is the fitted concentration of half-maximal effect; % of control where 0% means no effect; nearly all actives have a fitted effect of over 55% in size
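Image-based DNA-content assay: after two days of treatment, nuclei were labelled with the DNA dye Hoechst and imaged, and hits were compounds raising the count of nuclei showing high fluorescence intensity.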
KB-V1 cytotox: KB-V1 MDR subline cytotoxicity | KB-V1 MDR cells viability, CellTiter-Glo, 72 h | Potency, µM (titrated, usually from 46.1 µM), for inactives: top-dose activity change, negative = cytotoxicity, actives largely listed as cytotoxic | 400,000 compounds, 3.4% hits; note: potency is the fitted concentration of half-maximal effect; % is set by controls: 0 for no effect and ±100 for the full control effect; nearly all actives have a fitted effect of over 60% in size
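Following 72 h at 37 degrees C with compound, KB-V1 cell viability was read by CellTiter-Glo luminescence, medium being phenol-red-free DMEM plus 10% FBS; concentration-response parameters came from normalized, curve-fitted qHTS data.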
The depositor's hits bear a star; i = inactive; u = inconclusive; x = no result given; [ ] = dose if it differs, or a comment. Unless noted, calls come from the whole dose curve; as a rule, active = well fitted curve in the direction sought with a large enough effect; inconclusive = small, poorly fitted or top-dose-only effect, or another doubt; inactive = no such curve, though single readings can be large; an effect the other way counts as inactive or inconclusive.

SMILES	HT1080NT lethal	KB-3-1 tox	IL-1B inflam inh	MCF10A rerep	ATXN2 expr inh	ATXN viability	HT1080 IDH1KD tx	SW480 rereplic	KB-V1 cytotox
COc1ccc(/C=C2/N=C(c3cccs3)OC2=O)cc1OC(C)C	2%	5%	12	0%	2%	i	1%	0%	u
O=C(CN(C(=O)c1ccccc1Cl)C1CCCCC1)Nc1ccc(Cl)c([N+](=O)[O-])c1	-27%	-20%	u	12%	u	x	u	u	-18%
COc1ccc(Cn2ccc3nc(C)c(C(=O)N4CCN(c5ccc(F)cc5)CC4)cc3c2=O)cc1	x	2%	x	x	-16%	u	x	x	13%
Cc1ccc2nc3c(c(Nc4ccccc4)c2c1)CCC3	u	-26%	x	-18%	-35%	i	u	-11%	u
Cc1ccc(-c2ccc(CCC(=O)O)n2-c2cccc(C(=O)O)c2)cc1	-5%	15%	-4	-1%	34%	i	0%	7%	16%
CCSc1nc(C2CC2)cc(-c2cccs2)c1C#N	5%	-6%	14	u	71%[activator]	i	3%	u	9%
N=c1oc2ccc(Br)cc2cc1C(=O)NCc1ccc(F)cc1	0%	-6%	-21	1%	0%	i	0%	u	u
COC(=O)c1c(-c2ccc(Cl)cc2)noc1N1CCN(c2ccc(F)cc2)CC1	x	0%	x	x	6%	i	x	x	2%
Cc1nn2c(NCCCn3ccnc3)cc(C(C)C)nc2c1-c1ccccc1	15µM*	-1%	x	-9%	-36%	i	u	-35%[inhibitor]	u
Cn1ccnc1SCC(=O)c1cc2ccccc2o1	-5%	6%	8	-4%	39%[activator]	i	-4%	1%	14%
CCOc1cc(S(=O)(=O)NC2CC(C)(C)NC(C)(C)C2)ccc1F	-25%	18%	1	3%	-4%	i	7%	-1%	3%
Cc1nc2sc(C(c3ccco3)N3CCN(c4ccccc4F)CC3)c(O)n2n1 (stereo not given)	9%	6%	25	18µM*	1%	i	6%	17%	-9%
Cc1ccc(NC(=O)COC(=O)C(NS(=O)(=O)c2ccc(Cl)cc2)C(C)O)c(Br)c1 (stereo not given)	-1%	21%	2	10%	13%	i	14%	183%	-11%
CCOCCCNCC(=O)NC1(C)C2CCC(C2)C1(C)C (stereo not given)	-1%	3%	-20	3%	-7%	i	-7%	-1%	-13%
CCCCCN1C(C(=O)c2ccccc2)=C(NC(C)=O)c2ccccc2S1(=O)=O	x	u	x	x	-10%	i	x	x	u
O=C(Cc1cccs1)N(c1ccc(Br)cc1)C1C=CS(=O)(=O)C1 (stereo not given)	13%	-1%	15	13%	2%	i	14%	-3%	-2%
Cc1ccc(S(=O)(=O)N2CN(CC3CCCO3)c3nc4ccccc4nc32)cc1 (stereo not given)	1%	-5%	22	14%	-1%	u	-10%	3%	-6%
COc1cc(C(=O)Nc2ccc(C(C)=O)cc2)c(Br)c(OC)c1OC	0%	-5%	53	4%	39%	i	4%	-5%	-25%
COC(=O)[C@]1(C)N[C@H](CN(C)C(=O)Nc2ccc(C)cc2)[C@@H]2C(=O)N(Cc3ccccc3)C(=O)[C@@H]21	5%	0%	19	1%	5%	i	6%	26%	-1%
CCOc1cc(C2c3c(oc4cc(C)cc(C)c4c3=O)C(=O)N2CCO)ccc1O (stereo not given)	x	2%	x	x	6%	i	x	x	-14%
COc1ccc(OC)c(/C=C/C(=O)OCC(=O)Nc2ccc(Cl)c(S(=O)(=O)N(C)C)c2)c1	6%	0%	0	u	-18%	i	9%	13%	-14%
CN(C)S(=O)(=O)c1cc(NC(=O)COC(=O)CCc2ccccc2)ccc1Cl	27%	18%	-7	-5%	0%	i	15%	-1%	-1%
O=C(Nc1ccn(Cc2ccccc2F)n1)c1ccc(COc2cccc(Br)c2)cc1	-7%	u	-6	25%	-37%	i	-13%	17%	0%
Cc1cc(C)c(OCC(=O)NCC(c2ccco2)N2CCCCC2)c(C)c1 (stereo not given)	-6%	-3%	u	u	-23%	i	-1%	-4%	1%
CCc1nnc(NC(=O)/C=C/c2ccco2)s1	21%	9%	0	-2%	30%	i	20%	-11%	22%
COc1cc(OC)c(N2CC34C=CC(O3)C(C(=O)O)C4C2=O)cc1Cl (stereo not given)	10%	-2%	14	3%	-2%	i	13%	9%	5%
CC1CCCC(C)N1C(=O)c1cc(F)c(F)cc1Cl (stereo not given)	-5%	-4%	12	24%	-11%	i	-1%	0%	3%
CC(=O)Nc1ncc(N=Nc2cccc(C(F)(F)F)c2)s1	-1%	-3%	-6	10%	-11%	u	-9%	0%	0%
CC(=O)c1ccc(NC(=O)CCNS(=O)(=O)c2cccc3nonc23)cc1	24%	-3%	2	1%	-4%	i	29%	-16%	16%
CC(C)(C)c1ccc(S(=O)(=O)NC(=O)C2(C)CCN2C(=O)Cc2ccc(-c3ccccc3)cc2)cc1 (stereo not given)	u	0%	27	x	0%	u	u	x	-3%
COc1ccccc1CNC(=O)C1CC2Cn3c(nc4cc(C)c(C)cc43)C2N1C (stereo not given)	-9%	13µM*	22	1%	0%	i	-4%	18%	1%
CC(C)(C)NS(=O)(=O)c1ccc(NC(=S)NC(=O)C2CC2)cc1	-12%	-17%	-1	u	-10%	i	1%	u	-20%

Already shown: entries from further up.
SMILES	HT1080NT lethal	KB-3-1 tox	IL-1B inflam inh	MCF10A rerep	ATXN2 expr inh	ATXN viability	HT1080 IDH1KD tx	SW480 rereplic	KB-V1 cytotox
COc1ccccc1CNC(=O)C1CC2Cn3c(nc4cc(C)c(C)cc43)C2N1C (stereo not given)	-9%	13µM*	22	1%	0%	i	-4%	18%	1%
CC(C)(C)NS(=O)(=O)c1ccc(NC(=S)NC(=O)C2CC2)cc1	-12%	-17%	-1	u	-10%	i	1%	u	-20%

Remaining list, next part
SMILES	HT1080NT lethal	KB-3-1 tox	IL-1B inflam inh	MCF10A rerep	ATXN2 expr inh	ATXN viability	HT1080 IDH1KD tx	SW480 rereplic	KB-V1 cytotox
O=C(/C=C/c1ccccc1)NCCSCc1ccc(Cl)cc1	0%	-3%	10	17%	-12%	i	8%	-6%	1%
Cc1nc2nc(SCC(=O)NCCc3ccccc3)nn2c(C)c1Cc1c(F)cccc1Cl	x	6%	x	x	-2%	i	x	x	-7%
O=C(C1CC1)N1CCc2cc(Br)cc(S(=O)(=O)N3CCN(c4ccccc4)CC3)c21	x	5%	x	x	4%	i	x	x	15%
CCc1ccc(-c2nc(CN3CCC(C(=O)NCCc4ccc(OC)c(OC)c4)CC3)c(C)o2)cc1	-14%	u	-54*	26%	-37%	u	-14%	4%	u
CC(Oc1ccccc1F)c1nnc(SCC(=O)NCc2ccc3c(c2)OCO3)o1 (stereo not given)	3%	22%	0	-3%	-9%	i	-2%	-8%	0%
CCOC(=O)C1=C[C@@H](CC)N(S(=O)(=O)c2ccc(C)cc2)[C@H]1c1ccccc1	-8%	u	12	x	-16%	i	-27%	x	0%
Cc1ccc(NC(=O)c2sc3ccccc3c2Cl)nc1	3%	18%	34	u	-2%	i	4%	8%	u
COc1cc(C(=O)NNC(=O)CNC(=O)C2CCCCC2)ccc1OC(C)C	8%	12%	15	-1%	11%	i	4%	2%	9%
CCOc1cc(CN2CCCCCC2)ccc1OC	1%	-19%	-18	19%	-18%	i	-2%	u	-11%
CCCCN(C=O)c1c(CC)nc2ccc(C(=O)NCc3ccccc3OC)cn12	2%	0%	-6	x	12%	u	2%	x	-2%
N#CCCCc1cn(-c2nc3ccccc3s2)nn1	8%	3%	0	x	30%	i	8%	x	u
C/C(=N\OCC(=O)NC12CC3CC(CC(C3)C1)C2)c1cc2ccccc2o1	u	-22%	-91*	21µM*	7%	i	u	u	-14%
O=c1c2ccccc2[nH]c(=S)n1CCCN1CCN(c2ccccc2F)CC1	5%	0%	-19	u	x	u	-22%	u	-11%
C=C1C2=C(C(=O)N1OC)[C@@H](O)[C@@](C)(O)[C@@H](CCCCC)O2	u	18µM*	-83*	x	-9%	u	u	x	17%
CCOC(=O)c1ccc(NCc2ccncc2)cc1	-1%	-2%	20	14%	1%	i	-4%	5%	u
COc1cccc(NC2C=CS(=O)(=O)C2)c1 (stereo not given)	6%	4%	-17	1%	-2%	i	7%	-2%	u
Cc1cc(N2C(=O)C(O)=C(C(=O)c3cc4ccccc4o3)C2c2cccc(Cl)c2)no1 (stereo not given)	-15%	8%	-10	u	4%	i	-28%	u	0%
CCC(=O)NC(C)C(c1cccs1)N1CCN(Cc2ccccc2)CC1 (stereo not given)	1%	2%	8	21%	3%	i	-3%	-3%	10%
COc1ccccc1N1CCN(CC(=O)c2ccc(F)cc2)CC1	2%	4%	25	1%	x	i	7%	-1%	3%
COc1ccc(-c2nc3ccccc3s2)cc1NC(=O)c1cccc([N+](=O)[O-])c1C	x	4%	x	x	107%[activator]	i	x	x	13%
C#CCOCCOCCOCCNc1nc(N2CCN(C(=O)[C@H](C(C)C)n3cc(CCO)nn3)CC2)nc(N2CCN(C(=O)[C@H]([C@@H](C)CC)n3cc(CCC(=O)O)nn3)CC2)n1	2%	-15%	-6	7%	0%	i	8%	u	-4%
CCCN(CCC)S(=O)(=O)c1ccc(C(=O)Nc2nc3c(s2)CCc2ccccc2-3)cc1	18µM*	9.2µM*	38	-8%	-31%	i	u	21%	-29%
O=C(Nc1ccccc1)Nc1ccc(Oc2cccnc2)nc1	-24%	-24%	-6	-4%	-1%	i	-10%	-7%	-11%
CCC(=O)Nc1ccc(Cl)c(NC(=S)NC(=O)COc2ccccc2)c1	13%	10%	-7	18%	4%	i	13%	-6%	-1%
CC(=O)c1c(C)[nH]c(C(=O)CSc2nnc(-c3ccco3)n2Cc2ccccc2)c1C	-1%	-24%	0	15%	-19%	i	-20%	-2%	18µM*
COc1ccc(C(=O)O)cc1S(=O)(=O)Nc1ccc2cn[nH]c2c1	1%	0%	14	-1%	-1%	u	14%	0%	0%

Screens (PubChem)
